From PubChem
IMPase cell inh – membrane-permeable compound that blocks inositol monophosphatase. P97697. CHO-M1 cells, IP1 accumulation, HTRF TR-FRET ratio. inhibition (IP1 accumulation), % at 46.1 µM. 120,000 tested, under 10 active. AID 901; active = well fitted curve in the direction sought with a large enough effect in the signal ratio, not every such curve was filed as active; inconclusive = small, poorly fitted or top-dose-only effect, or a change in a side signal; inactive = no such curve, though single readings can be large or run the other way; the % refers to the signal ratio;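 also: cells stimulated with carbachol in lithium chloride buffer; plate controls were DMSO basal wells for no effect and reference inhibitor wells for full effect; higher means more IMPase inhibition seen as more IP1 and lower FRET ratio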
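Carbachol-driven Gq signalling in CHO-M1 cells (2000/well) generates IP1. Compounds that block IMPase raise IP1 and so reduce the FRET signal from Eu-anti-IP1 and d2-IP1 after a 10 min room-temperature lysis.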
ALOX15B inhib – inhibitors of human 15-lipoxygenase 2 (ALOX15B); AID 881; 0.56% of 110,000 active; purified 15hLO-2, xylenol orange hydroperoxide absorbance; Potency, µM (top dose mostly 57.1 µM), for the others: top-dose activity change, negative = inhibition, hits mostly inhibitors; also: potency is read from the fitted curve at half-maximal effect; nearly all actives have a fitted effect of over 60% in size; many of its hits are not listed in these tables
Target sequence (O15296 whole entry, looked up): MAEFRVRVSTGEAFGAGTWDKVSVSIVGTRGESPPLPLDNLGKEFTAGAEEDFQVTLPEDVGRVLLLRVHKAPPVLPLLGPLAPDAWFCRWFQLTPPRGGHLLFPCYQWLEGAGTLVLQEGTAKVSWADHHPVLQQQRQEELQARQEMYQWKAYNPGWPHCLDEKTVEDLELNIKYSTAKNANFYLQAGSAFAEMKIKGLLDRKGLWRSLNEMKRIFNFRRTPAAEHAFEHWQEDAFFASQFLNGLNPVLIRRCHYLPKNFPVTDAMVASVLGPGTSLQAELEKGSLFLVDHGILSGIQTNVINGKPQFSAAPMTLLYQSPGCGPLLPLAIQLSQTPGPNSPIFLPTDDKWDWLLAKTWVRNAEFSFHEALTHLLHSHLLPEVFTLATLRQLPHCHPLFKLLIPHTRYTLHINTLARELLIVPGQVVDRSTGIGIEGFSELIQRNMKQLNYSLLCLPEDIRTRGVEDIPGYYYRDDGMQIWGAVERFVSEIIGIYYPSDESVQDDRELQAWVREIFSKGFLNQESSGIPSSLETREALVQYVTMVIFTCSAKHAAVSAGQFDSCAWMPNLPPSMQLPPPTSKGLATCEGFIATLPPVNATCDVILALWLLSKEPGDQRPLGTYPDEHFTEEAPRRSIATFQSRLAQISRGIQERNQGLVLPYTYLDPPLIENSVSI
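Purified human 15hLO-2 (50 nM final) preincubated with compounds 15 min at room temperature in 25 mM Hepes pH 7.5, 0.01% Triton X-100, then 45 uM arachidonic acid added for 90 min; hydroperoxide detected via ferrous/xylenol orange, 573/405 nm absorbance ratio.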
12-hLO inh – 12-hLO (ALOX12) enzyme inhibition; Potency, µM (series often up to 57.1 µM), inactives show at the top dose activity change, negative = inhibition, most hits filed as inhibitors; P18054; purified 12-hLO, xylenol orange hydroperoxide absorbance; 0.12% of 150,000 active; also: potency is read from the fitted curve at half-maximal effect; nearly all actives have a fitted effect of over 55% in size; many of its hits are not listed in these tables
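150 nM 12hLO, 25 mM Hepes pH 7.0 + 0.01% Triton X-100; cpd preinc 15 min RT; 40 uM arachidonic acid, 30 min RT; Fe-XO 30 min; A573/A405 ratio as read-out.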
PNC inhibitor – blocks assembly of the perinucleolar compartment. 3.1% of 140,000 active. activity change (PNC), negative = inhibition, % at 10 µM. PC3M PTB-GFP, PNC prevalence imaging, 16 h; active compounds read low;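 active = readout at or below -70, meaning at least 70% loss of cells showing the perinucleolar compartment, a nuclear body marking cancer cells; inconclusive = readout between -30 and a set limit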;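 also: plate controls were DMSO wells for no effect and camptothecin positive control wells for full effect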
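Read-out is percentage of cells bearing a perinucleolar compartment, from automated 20x imaging of fixed, Hoechst-stained PC3M PTB-GFP cells. Cells were seeded 4 h, then exposed 16 h to compound (23 nl of library stock) in duplicate plates.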
Active calls of the source: *; ? = inconclusive; · = no result given; [ ] = another dose, or the depositor's remark. Unless noted, calls follow the shape of the dose curve; as a rule, active = well fitted curve in the direction sought with a large enough effect; inconclusive = small, poorly fitted or top-dose-only effect, or another doubt; inactive = no such curve, though single readings can be large; an effect the other way counts as inactive or inconclusive. Unless noted, % is scaled to controls: 0 for no effect and ±100 for the full control effect. A portion of the library; rates above refer to the full screens.

Under each structure – ALOX15B inhib, PNC inhibitor, 12-hLO inh, IMPase cell inh
- Cc1cccc(NC(=O)COc2ccc(/C=N\n3cnnc3)cc2)c1
→ ·, 37.2, 2.2%, ·
- O=C(SCc1cccc2ccccc12)c1ccc(Cl)cc1
→ 1.4%[11.4 µM], ·, -1.9%[11.4 µM], ·
- CC(Oc1ccc(Cl)cc1Cl)c1nc(-c2ccccn2)no1 (stereo not drawn)
→ -14.9%, 17.4, -17.9%, 0.2
- CN1CCN(S(=O)(=O)c2ccc(Br)s2)CC1
→ 2.0%, -12.3, 1.2%, -1.7
- N#C/C(=N\Nc1ccc(F)cc1)C(=N)N1CCCCC1
→ ?, -2.6, -22.4%, 7.5
- C=CCn1c(SCC(=O)Nc2cccnc2Cl)nnc1-c1ccc(C(C)(C)C)cc1
→ ·, 34.5, -1.2%, 4.1
- O=C1CC(c2ccco2)CC(O)=C1C=NCCN1CCN(C2CC(=O)N(c3ccccc3)C2=O)CC1 (stereo not drawn)
→ ·, -100.0*, 3.3%, -20.7
- O=C(Nc1cccc2c1CCCC2)C1CCN(C(=O)NC2CCCCC2)CC1
→ -4.4%, 7.0, -1.2%, -0.1
- CCOC(=O)c1c(C)c(C(=O)NCC2CCCO2)c(C)n1CC (stereo not drawn)
→ 2.8%, ?, 6.2%, 2.6
- Cn1c(=O)c2c(nc(SCC(=O)O)n2Cc2cc3c(cc2Cl)OCO3)n(C)c1=O
→ -10.2%, 58.2, 2.7%, 4.3
- O=C(NCc1ccco1)C1(c2ccc(Cl)cc2)CCCC1
→ -3.0%, ?, 0.1%, 4.2
- Cc1cc(NC(=O)CSc2nc3c(c(=O)n2CCc2ccccc2)SC(C)C3)no1 (stereo not drawn)
→ ·, 19.0, -0.4%, 1.3
- COc1ccc(C(c2nnnn2C2CCCCC2)N2CCN(c3ccccc3)CC2)cc1 (stereo not drawn)
→ 7.0%, ?, -6.1%, -7.0
- COc1ccc(NC(=O)CSc2nnc(CNC(=O)c3ccco3)o2)c(OC)c1
→ 3.5%, 28.1, 1.3%, -3.0
- CCC(Oc1ccccc1)C(=O)Nc1nc2ccccc2[nH]1 (stereo not drawn)
→ 14.9%, 6.1, 2.7%, -9.9

Some of the entries so far, tab-delimited:
Compound	ALOX15B inhib	PNC inhibitor	12-hLO inh	IMPase cell inh
COc1ccc(NC(=O)CSc2nnc(CNC(=O)c3ccco3)o2)c(OC)c1	3.5%	28.1	1.3%	-3.0
CCC(Oc1ccccc1)C(=O)Nc1nc2ccccc2[nH]1 (stereo not drawn)	14.9%	6.1	2.7%	-9.9

The list goes on.
Under each structure – ALOX15B inhib, PNC inhibitor, 12-hLO inh, IMPase cell inh
- Cc1ccc(NC(=O)C(=O)NCCN2CCN(C(=O)C(c3ccccc3)c3ccccc3)CC2)cc1
→ -11.4%, 48.7, 6.3%, 9.8
- Cc1cccc(C(=O)N2CCN(c3ncnc4c3cnn4-c3ccccc3)CC2)c1
→ ·, -5.1, 0.4%, 12.1
- Cc1cccc(N2C(=O)c3cccc(Oc4ccc(Cl)cc4)c3C2=O)c1
→ ·, ?, 3.1%, ·
- CC1CCCN(S(=O)(=O)c2ccccc2[N+](=O)[O-])C1 (stereo not drawn)
→ ·, ?, 0.6%, ·
- CC(=O)c1ccc(OC(=O)c2ccc(Br)o2)cc1
→ -4.6%, 2.8, -4.0%, -1.7
- COc1cccc(OC)c1C(=O)NNC(=O)c1cccc(COc2ccc3c(c2)CCC3)c1
→ 1.8%, 22.8, -13.2%, -4.0
- CCCCN(C(=O)NC(=O)Nc1ccccc1OCC)S(C)(=O)=O
→ 4.7%, 53.8, -1.2%, 3.0
- Cc1ccc(NC(=O)C2CCCN2S(=O)(=O)c2ccc(F)cc2)c(C)c1 (stereo not drawn)
→ -1.2%, 12.0, -0.3%, 1.3
- CC1=C(C)CC(C(=O)Nc2ccc(C(N)=O)cc2)C(C(=O)O)C1 (stereo not drawn)
→ -0.6%, -14.8, 2.3%, -2.5
- S=C(NN=C1C2CC3CC(C2)CC1C3)Nc1ccccc1
→ -11.2%, -6.6, -5.2%, -6.6
- CCN(CC)c1nc2ccccc2[nH]1
→ 12.0%, 28.6, 2.3%, 8.3
- CCc1ccc(NC(=O)C2CCCCC2C(=O)O)cc1 (stereo not drawn)
→ -2.1%, ?, 5.7%, 4.5
- COc1ccc(S(=O)(=O)CCC(=O)N(C)c2ccc(OC)cc2OC)cc1
→ ·, ?, 11.8%, 1.3
- O=C(c1ccco1)N1C2C=CC(C2)C1(C(F)(F)F)C(F)(F)F (stereo not drawn)
→ -1.1%, 56.2, -1.4%, 8.0
- CCCn1c(SCCN2C(=O)c3ccccc3C2=O)n[nH]c1=O
→ 3.2%, 12.7, -4.5%, 3.4
- CC(=O)Nc1nc2cc3c(cc2s1)OCO3
→ -1.2%, 41.5, 3.2%, 4.7
- Cc1ccc(S(=O)(=O)N(C)CC(=O)OCC(=O)N2CCN(c3ccccc3)CC2)cc1
→ ·, 56.8, -4.9%, ·
- CCOC(=O)C1CCCN(C(=O)CCn2nc(-c3ccccc3)ccc2=O)C1 (stereo not drawn)
→ -0.6%, 5.9, -6.0%, 4.1
- O=C(O)Cc1cccnc1
→ -0.5%[11.4 µM], ·, 8.4%[11.4 µM], ·
- COCc1cc(=O)[nH]c(/N=C(\N)Nc2cccc(C)c2)n1
→ -2.4%, 5.0, 11.9%, 7.8
- C/C(=N\NC(=O)CSCc1ccccc1Br)c1cccc([N+](=O)[O-])c1
→ ·, ?, 0.1%, ·
- COc1ccc(Nc2ncccc2C(=O)O)cc1
→ 6.9%, ?, 8.9%, 10.5
- CC12C(=O)N(n3cnnc3)C(=O)C1C1C=CC2C1 (stereo not drawn)
→ 0.6%, 42.9, 1.8%, 1.5
- O=C(Nc1ccc(Cl)cc1)c1cc(S(=O)(=O)N2CCOCC2)cs1
→ 7.5%, 20.8, -4.7%, 7.7
- CCOC(=O)c1c(C(F)(F)F)cc(-c2ccc(F)cc2)nc1C
→ ·, ?, -1.2%, 9.8
- Cc1ccc2cc3cc(C(=O)NCCN4CCOCC4)oc3nc2c1
→ ·, -100.0*, 0.2%, -3.7
- CCCN1C/C(=C/c2cccc([N+](=O)[O-])c2)C(=O)/C(=C/c2cccc([N+](=O)[O-])c2)C1
→ -8.4%, 13.3, -24.4%, 10.0
- CCCCNC(=O)NC1C(NC(=O)NCCCC)N(C)C(=O)N1C (stereo not drawn)
→ -2.1%, 6.8, 8.0%, -7.1
- O=C1CC(c2nc3ccccc3[nH]2)CN1c1ccccc1F (stereo not drawn)
→ -2.1%, 39.9, -2.7%, -2.2
- CC1CCCC(C)N1C(=O)CSc1nnc(COc2ccccc2)n1-c1ccccc1 (stereo not drawn)
→ 2.4%, -0.3, 3.4%, 7.4

Reformatted with tabs: part of the list above
smiles	ALOX15B inhib	PNC inhibitor	12-hLO inh	IMPase cell inh
C/C(=N\NC(=O)CSCc1ccccc1Br)c1cccc([N+](=O)[O-])c1	·	?	0.1%	·
COc1ccc(Nc2ncccc2C(=O)O)cc1	6.9%	?	8.9%	10.5
CC12C(=O)N(n3cnnc3)C(=O)C1C1C=CC2C1 (stereo not drawn)	0.6%	42.9	1.8%	1.5
O=C(Nc1ccc(Cl)cc1)c1cc(S(=O)(=O)N2CCOCC2)cs1	7.5%	20.8	-4.7%	7.7
CCOC(=O)c1c(C(F)(F)F)cc(-c2ccc(F)cc2)nc1C	·	?	-1.2%	9.8
Cc1ccc2cc3cc(C(=O)NCCN4CCOCC4)oc3nc2c1	·	-100.0*	0.2%	-3.7

Further compounds follow.
Under each structure – ALOX15B inhib, PNC inhibitor, 12-hLO inh, IMPase cell inh
- C/C(=N\NC(=O)c1ccc(F)cc1)c1cccc(NC(=O)c2ccco2)c1
→ -17.6%, 101.9, 7.0%, 4.5
- Cc1ccc(S(=O)(=O)c2cc(OC(=O)c3ccco3)ccc2OC(=O)c2ccco2)cc1
→ ·, 47.5, 3.1%, ·
- CCOC(=O)COc1ccc(S(=O)(=O)Nc2cccc(SC)c2)cc1
→ 2.8%, -0.3, -0.1%, 1.6
- COc1ccc(-c2nnc(NC(=O)c3cc(Cl)ccc3Cl)o2)cc1
→ 23.9%, 54.5, -5.4%, 5.4
- COc1cccc(-c2nc(-c3ccccn3)no2)c1OC
→ -1.6%, -84.4*, -2.7%, 1.3
- Cn1c(=O)c2c(nc(SCCN3CCOCC3)n2Cc2ccc(F)cc2)n(C)c1=O
→ -2.9%, 2.6, 3.2%, 12.2

Sorted by the number under 12-hLO inh (low to high): some entries from above.
SMILES,ALOX15B inhib,12-hLO inh,IMPase cell inh
COc1ccc(-c2nnc(NC(=O)c3cc(Cl)ccc3Cl)o2)cc1,23.9%,-5.4%,5.4
COc1cccc(-c2nc(-c3ccccn3)no2)c1OC,-1.6%,-2.7%,1.3
CCOC(=O)COc1ccc(S(=O)(=O)Nc2cccc(SC)c2)cc1,2.8%,-0.1%,1.6
Cc1ccc(S(=O)(=O)c2cc(OC(=O)c3ccco3)ccc2OC(=O)c2ccco2)cc1,·,3.1%,·
C/C(=N\NC(=O)c1ccc(F)cc1)c1cccc(NC(=O)c2ccco2)c1,-17.6%,7.0%,4.5
